High-throughput results deposited in PubChem BioAssay by several laboratories.
MT stabilizer – microtubule stabilization, imaging screen; HeLa tubulin immunostaining HCS, 24 h; share of cells brighter than vehicle mean+2SD; 200,000 tested, 0.83% active; AID 2205; % tubulin-high responders, % at 10 µM;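 active means plate Z-score above 3 for both tubulin-high and condensed-nucleus cell shares, with cell loss under 80%, at 10 µM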;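 further: anti alpha tubulin signal scored within the nucleus-defined area of each cell; some results filed as inactive read as strong as hits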
WT yeast gro inh – growth inhibition of WT yeast, mitochondrial fusion screen | 190,000 tested, 2.1% active | mitochondrial fusion phenotypic screen, WT strain | inhibition, % at 10 µM; in the data active means inhibition above about 58%; tested in S. cerevisiae
b-catenin transl – modulators of beta-catenin nuclear translocation; AID 1665; HeLa beta-catenin nuclear translocation, immunofluorescence imaging; 190,000 tested, 0.3% active; nuclear translocation activity, % at 5 µM;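 active means nuclear translocation activity above 50% at 5 µM, with a well cell count of 50 or more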;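 further: per-cell ratio of nuclear to cytoplasmic median beta-catenin stain intensity; plate controls were DMSO negative control for no effect and GSK-3 inhibitor IX positive control for full effect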
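Test system: HeLa cells, endogenous beta-catenin; Compound: single 5 µM dose plus 0.02–20 µM confirmation series; Times: compound exposure 24 h at 37°C; Signal: fluorescence imaging of beta-catenin antibody stain plus DAPI; Read-out: % activation, nuclear-to-cytoplasmic median beta-catenin signal ratio per cell.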
Yfh1-depleted yeast – enhancers of respiration in Yfh1-depleted yeast, dose response, Friedreich's ataxia, plus single-dose screen (AID 1465) | S. cerevisiae Yfh1-off respiration, WST-1 reduction, 72 h; higher fold induction means a stronger effect | fold induction at 50 µM; hits with a dose series show EC50 in µM | 220,000 tested, 0.074% active;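 active means fold induction of absorbance versus untreated yeast above a set limit, then at least 30% activation at any dose in follow-up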;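 further: activators that raise dye reduction in frataxin-depleted yeast; strong numbers were not always called active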
Autophagy mod – modulators of autophagy | MEF GFP-LC3 puncta imaging; test concentration mostly 10 µM | calls only at 10 µM (by protocol) | 190,000 tested, 0.98% active | AID 463193;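 active means percentage of spot-positive cells more than 3 SD above its plate mean, without a fluorescence outlier flag or 80% toxicity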;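 further: spot-positive cell cutoff set from DMSO-treated cells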
HIV peptide binding – inhibitors of HIV fusion peptide binding, primary screen, biochemical, uHTS, fluorescence dequenching (AID 1986); cell-free peptide binding, fluorescence dequenching, 30 min; higher % means a stronger effect; one-dose inhibition, % at 20 µM; IC50 in µM for titrated hits; 290,000 tested, 0.3% active; in the data active means inhibition mostly above about 52%, no sharp cut-off; inactive means mostly below about 76%; further: some results filed as inactive read as strong as hits
Insulin prom up – MIN6 insulin promoter up-regulation; z-score at 5 µM; 190,000 tested, 0.3% active; MIN6 insulin promoter-GFP reporter, high-content imaging; active compounds read high;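 active means z-score above 3 at 5 µM with at least 500 cells counted in the well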
Dynein cargo inh – blocks dynein driven cargo transport along microtubules; 3617.4 mouse cells, GR-EGFP nuclear translocation imaging; test concentration mostly 20 µM; stimulated with dexamethasone, 1 µM; active compounds read low; z-score, hits read low; 220,000 tested, 0.47% active;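 active means plate z-score of nuclear minus cytoplasmic receptor signal below a set negative limit, without overly bright fluorescence or cell loss, cut at about -3.5 in these data, passing the limit was not always enough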;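 further: z-score of nuclear minus cytoplasmic ring GR-EGFP intensity difference per well; some compounds called inactive have numbers as strong as hits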
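Buffer or medium – tet-free medium with charcoal-stripped serum · Signal – automated 10x imaging of fixed Hoechst-stained cells · Also added – dexamethasone agonist, 1.0 µM final, for 30 min · Incubation – induction 48 h, compound 1 h, agonist 30 min · Read-out – GR-EGFP nuclear translocation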
AID2073 – disruptors of CaV2.2 binding to Mint1 – biochemical, HTRF (AID 2073); HTRF protein-protein interaction, Mint1-CaV2.2; higher % means a stronger effect; inhibition, % at 20 µM; hits with a dose series show IC50 in µM; 290,000 tested, 0.19% active; in the data active means inhibition mostly above about 51%, no sharp cut-off; further: some results filed as inactive read as strong as hits
WT yeast gro inh mutant strain – further read-out of WT yeast gro inh, marked with its call; inhibition, %; mitochondrial fusion phenotypic screen, mutant strain inhibition
Dynein cargo inh cytoplasmic EGFP – second read-out of Dynein cargo inh, no call of its own (marks repeat the call); z-score; measured here: cytoplasmic GR-EGFP intensity; active compounds read high
Dynein cargo inh nuclear GR-EGFP – also measured in Dynein cargo inh; calls as there; z-score; measured here: nuclear GR-EGFP intensity;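 lower value marks the stronger effect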
Dynein cargo inh cell count – second read-out of Dynein cargo inh, no call of its own (marks repeat the call); z-score; measured here: cell count per field
Insulin prom up cell count – second read-out of Insulin prom up, no call of its own (marks repeat the call); cell count; measured here: cytotoxicity, nuclei count;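 total cells summed across four imaged fields per well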
b-catenin transl cell count 5 µM – second read-out of b-catenin transl, no call of its own (marks repeat the call); cell count; measured here: cell count, cytotoxicity flag
MT stabilizer Hoechst-high % – second read-out of MT stabilizer, no call of its own (marks repeat the call); % Hoechst-high responders; measured here: nuclear condensation Hoechst responders;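 share of cells brighter than vehicle mean plus two SD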
MT stabilizer cytotoxicity % – also measured in MT stabilizer; calls as there; toxicity, %; measured here: cytotoxicity by cell density;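 0% = mean cell density of plate MIN control wells and 100% = no cells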
Autophagy mod cell loss 18 h – second read-out of Autophagy mod, no call of its own (marks repeat the call); toxicity, %; measured here: cell loss, nuclei count;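 cell loss after 18 h compound exposure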
An asterisk follows results filed as active; i = inactive; / = not tested or not shown.

SMILES | MT stabilizer | MT stabilizer Hoechst-high % | MT stabilizer cytotoxicity % | WT yeast gro inh | WT yeast gro inh mutant strain | b-catenin transl | b-catenin transl cell count 5 µM | Yfh1-depleted yeast | Autophagy mod | Autophagy mod cell loss 18 h | HIV peptide binding | Insulin prom up | Insulin prom up cell count | Dynein cargo inh | Dynein cargo inh cytoplasmic EGFP | Dynein cargo inh nuclear GR-EGFP | Dynein cargo inh cell count | AID2073
CC1(C)OC(=O)C(=CNC(CO)C(=O)O)C(=O)O1 (stereo not drawn) | 2.2 | 2.5 | 4.1 | -1.5 | -5.1 | -0.7 | 1129 | i | i | 0.9 | -0.1% | / | / | -0.58 | -0.317 | -0.373 | 0.602 | -13.4%
Cc1ccc(CSCC(=O)N/N=C/c2ccc(OCC(=O)Nc3ccc(C)cc3)cc2)cc1 | 1.8 | 1.3 | 5.1 | 4.0 | -37.3 | -5.0 | 1006 | / | i | 19.6 | 6.7% | 0.43 | 941 | -0.789 | -0.226 | -0.0974 | 0.522 | 4.7%
Cn1cc([N+](=O)[O-])c(C(=O)Nc2cc(Oc3ccccc3)cc([N+](=O)[O-])c2)n1 | 25.2 | 9.0 | 49.4 | -6.6 | -9.5 | 17.7 | 755 | i | i | 18.4 | -5.6% | -0.36 | 1320 | -3.86* | 0.891* | -2.13* | 1.01* | -2.1%
CN(Cc1ccccc1)C(=O)COC(=O)/C=C/c1ccco1 | 0.9 | 2.3 | 9.3 | -11.6 | 11.4 | -0.8 | 1092 | i | i | 0.3 | 13.9% | 1.41 | 1264 | -0.394 | -0.217 | -0.049 | 0.303 | 47.9%
Cc1cc(C)cc(NC(=O)Cn2c(=O)oc3cc(S(=O)(=O)N4CCC(C)CC4)ccc32)c1 | 2.3 | 5.6 | 7.3 | 7.0 | -13.1 | -6.3 | 1166 | i | i | 7.5 | 6.2% | -0.4 | 973 | 0.0224 | -0.188 | 0.0234 | 0.202 | 3.4%
CN1CCN(c2nc3c(c(=O)[nH]c(=O)n3C)n2CCSc2ncccn2)CC1 | / | / | / | / | / | -3.5 | 950 | / | / | / | 20.3% | 0.36 | 1307 | / | / | / | / | -6.4%
O=C(O)CN(c1ccccc1F)S(=O)(=O)c1ccccc1 | 5.6 | 3.3 | 9.3 | / | / | -3.8 | 977 | i | i | 12.1 | -3.8% | 0.5 | 1473 | -0.572 | -0.00695 | 0.0433 | -0.282 | -1.9%
C=CCN1C(=Nc2cccnc2)SCC1(O)c1ccc(C)cc1 (stereo not drawn) | 5.2 | 4.2 | 7.9 | 20.5 | 22.1 | 2.8 | 1406 | i | i | 2.0 | 2.0% | -1.39 | 745 | -1.84 | 1.03 | -0.336 | 0.625 | 5.9%
Cn1c(C(=O)N2CCN(c3nc4ccccc4s3)CC2)cc2sccc21 | 2.4 | 1.9 | 10.2 | 24.2 | 16.9 | -9.6 | 1251 | i | i | 6.5 | -0.5% | -0.38 | 1228 | -0.631 | -0.0223 | -0.179 | 0.65 | 18.1%
Cc1occc1C(=O)Nc1cc(=O)n(C)c(=O)n1C | 3.2 | 2.4 | 2.9 | 3.3 | 2.7 | / | / | i | i | -0.9 | 0.5% | -0.14 | 1232 | -0.172 | -0.223 | 0.237 | 0.617 | -3.5%
COC(=O)C1=C(C(=O)OC)C(c2ccccc2O)c2sc(=O)[nH]c2S1 (stereo not drawn) | 3.4 | 2.6 | 1.4 | -2.5 | 8.6 | -0.5 | 520 | i | i | 10.5 | 1.0% | 0.04 | 1214 | -0.528 | -0.191 | -0.272 | 0.323 | -15.1%
COc1cccc(-n2c(SCC(=O)N3c4ccccc4CC3C)nnc2-c2ccco2)c1 (stereo not drawn) | 2.3 | 1.6 | 3.4 | -14.1 | 1.9 | -1.9 | 1022 | i | i | 35.1 | -0.8% | 1.33 | 876 | -0.927 | 0.266 | -0.438 | 0.359 | 2.8%
CCCC(NS(=O)(=O)c1ccc(OC)cc1)C(=O)O (stereo not drawn) | 2.4 | 1.5 | 6.5 | 0.0 | 2.1 | -4.0 | 1007 | i | i | 7.0 | 1.9% | 0.88 | 1427 | 0.489 | -0.371 | 0.425 | -0.831 | 3.2%
CC(NCCN(C)C)C(=O)C12CC3CC(CC(C3)C1)C2 (stereo not drawn) | / | / | / | / | / | -0.3 | 1386 | i | / | / | 1.0% | -1.22 | 1114 | 2.04 | -0.128 | 1.05 | -1.85 | 7.7%
CCOCCCNC(=O)c1ccc2c(=O)n(Cc3ccc4c(c3)OCO4)c(=S)[nH]c2c1 | 2.4 | 1.6 | 2.2 | 8.7 | -4.8 | -1.1 | 977 | i | i | -5.2 | -2.2% | / | / | 1.08 | -0.362 | 0.566 | -0.0334 | 13.5%
COc1ccc(-n2cc(CN3CCC(OC)CC3)c(-c3cccc(F)c3)n2)cc1 | 3.0 | 1.7 | 4.9 | 8.6 | -17.7 | -0.5 | 902 | i | i | 1.0 | 0.5% | -0.98 | 1556 | -0.564 | -0.103 | 0.186 | 0.242 | 0.5%
O=C(CC12CC3CC(C1)CC(CC(=O)NC1=NCCS1)(C3)C2)NC1=NCCS1 | 2.8 | 1.5 | 2.7 | -27.8 | -5.4 | 3.8 | 1071 | i | i | -3.1 | 0.0% | 0.23 | 1813 | 0.979 | -0.22 | 0.635 | -0.0892 | 4.7%
COC(=O)C(O)(NC(=O)c1ccncc1)C(F)(F)F (stereo not drawn) | / | / | / | / | / | 0.6 | 1305 | i | / | / | 0.7% | -0.2 | 1077 | -0.57 | -0.785 | -0.129 | 0.275 | 5.2%
CCn1c(SCC(=O)O)nc2sc3c(c2c1=O)CCC3 | 1.3 | 1.1 | 9.9 | -2.7 | -6.1 | / | / | i | i | -4.2 | -3.1% | -0.38 | 1050 | 0.0417 | -0.0385 | -0.0268 | 0.35 | -0.5%
Cc1nc2cc3c(cc2s1)OCO3 | / | / | / | / | / | 0.2 | 1340 | i | / | / | -0.9% | 0.51 | 1022 | 0.339 | -0.265 | 0.076 | 0.56 | 1.6%
COc1ccc(C)cc1NC(=O)c1cc2c(CO)cnc(C)c2oc1=N | 3.6 | 1.5 | 16.3 | 3.7 | 0.8 | 0.9 | 572 | i | i | -3.1 | 1.7% | -0.56 | 1350 | -0.028 | -0.213 | 0.699 | -0.182 | -0.3%
Nc1nc(SCC(=O)NCCc2ccccc2)[nH]c(=O)c1-c1ccccc1 | 8.5 | 1.7 | 6.0 | -8.1 | 1.5 | -0.2 | 1498 | i | i | 8.6 | 0.4% | 0.51 | 1334 | -0.147 | -0.333 | -0.145 | 0.654 | -0.5%
COc1ccc(/C([O-])=C(/C(=S)Nc2ccc(C)c(C)c2)n2c[n+](C)c3ccccc32)cc1OC | 4.1 | 3.1 | 10.8 | 5.4 | 5.7 | -5.4 | 1093 | i | i | -1.1 | 1.0% | 0.74 | 1511 | 0.718 | -0.33 | -0.26 | -1.14 | 28.5%
O=[N+]([O-])c1ccccc1/C=N/n1c(-c2cccnc2)n[nH]c1=S | 0.5 | 2.1 | 8.9 | -14.6 | 0.0 | -1.2 | 504 | i | i | 0.1 | 1.5% | -0.03 | 1285 | -0.0789 | -0.204 | -0.0082 | 0.269 | -16.4%
CCOC(=O)Cn1nc(CC)c2ccccc2c1=O | 2.9 | 1.7 | 1.2 | -10.0 | -21.4 | -2.4 | 1294 | i | i | -5.1 | -1.5% | -0.05 | 1384 | 1.22 | -0.23 | -0.37 | -1.05 | -2.7%
COc1ccc(OC)c(NC2=NC3(CCCCC3)N=C(N)N2)c1 | 3.6 | 1.7 | 3.8 | -1.9 | 7.8 | 0.9 | 1033 | i | i | 6.1 | -0.3% | -1.27 | 1234 | -0.205 | -0.277 | -0.747 | 0.462 | 1.1%
Cc1ccc(C(=O)COc2ncnc3cc(Cl)ccc23)cc1 | / | / | / | / | / | 0.6 | 1271 | i | / | / | 0.8% | 0.54 | 1419 | -0.424 | -0.268 | -0.446 | 0.802 | 4.9%
COc1ccc(/C=C/C(=O)OCC(=O)c2c(N)n(C)c(=O)n(C)c2=O)cc1 | 3.4 | 4.9 | 11.8 | -9.0 | -15.4 | -0.5 | 952 | i | i | -4.3 | -1.5% | 0.15 | 1329 | 1.8 | 0.169 | 0.646 | -1.2 | -8.3%
Cc1ccc(C(=O)c2coc3c2C(=O)C(=O)c2ccccc2-3)cc1 | 0.7 | 1.3 | 3.3 | 94.6 | 96.5 | / | / | i | i | -0.8 | 3.2% | -0.08 | 879 | -0.462 | -0.144 | -0.0445 | 0.583 | 22.6%
COc1ccc(C2(C(=O)Nc3cc(C)on3)CCOCC2)cc1 | 2.4 | 1.9 | 4.4 | -5.8 | 2.0 | -1.7 | 1265 | i | i | 5.2 | 0.7% | 0.17 | 1316 | -0.422 | -0.253 | -0.241 | 0.111 | 8.8%
O=C1/C(=C/c2ccc(F)cc2)CCC1C1CCCC1 (stereo not drawn) | 4.1 | 2.7 | 5.7 | 7.0 | -12.1 | -1.6 | 1056 | i | i | 7.8 | 0.4% | 0.37 | 1338 | -1.25 | -0.274 | -0.993 | 0.693 | -6.9%
